Screens (PubChem)
Vif inh: HIV Vif self-association inhibitors, primary screen, imaging, HEK293T, single point; AID 602346, 2012; HEK293T cells, Vif self-association by quenched fluorescence, 24 h; inhibition, % at 7.49 µM; 340,000 compounds, 0.35% hits; in the data active = inhibition above about 50%, passing the limit was not always enough; note: some results filed as inactive read as strong as hits
hiPSC survival: enhancers of single-cell hiPSC survival, primary screen, ATPlite luminescence. 100% = ROCK inhibitor wells, 0% = DMSO. survival enhancement, % at 20 µM. 360,000 compounds, 0.044% hits. AID 602274, 2012; in the data active = survival enhancement above about 18%;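 note: cells exposed to compounds for 16 hours before the ATP read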
ABCB6 inh 2: ABCB6 transporter inhibitors, primary screen, K562-ABCB6 cells, flow cytometry, MLPCN library; ATP-binding cassette sub-family B member 6 (Homo sapiens), Q9NP58; K562-ABCB6 porphyrin accumulation, 1 h; active compounds read low; fluorescence ratio to DMSO, % at 10 µM; 360,000 compounds, 0.19% hits;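 active = fluorescence ratio to DMSO below 75%, the collection mean minus 3 SD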;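 note: signal is porphyrin accumulated inside mitochondria; 100% equals median channel fluorescence of DMSO control wells; lower ratio means ABCB6 inhibition with less porphyrin fluorescence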
CaV13 ICDI inh: Primary screen for inhibitors of IQ motif and Ca2+-dependent inactivation inhibitor domain binding in CACNA1D, Förster resonance energy transfer in living cells, … | inhibition, % at 12.3 µM | HEK cells, CFP/YFP FRET ICDI-IQ, plate reader, 10 min; percent FRET-ratio fall versus neutral wells | 340,000 compounds, 0.098% hits | AID 743397;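 active = mean replicate inhibition of at least 30% and at least 1% of replicates passing that level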;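 note: 0% = median of the neutral control wells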
Cardio protect: cardioprotection against H2O2-induced cell death, primary screen, uHTS, H9c2 cells, ATPLite luminescence; H9c2 cardiomyocytes, H2O2 injury protection, 2 h; 360,000 compounds, 0.63% hits; protection from H2O2 cell death, % at 20 µM; AID 588492, 2011;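 active = compounds giving at least 50% protection of heart cells from peroxide-induced death in the single-dose screen, raw or plate-pattern-corrected value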;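 note: 0% = DMSO wells with peroxide and 100% = DMSO wells without peroxide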
PDI inh: inhibitors of human PDI, primary screen, biochemical, turbidity, single point, plate reader | inhibition, % at 10 µM | PDI insulin aggregation turbidity, A650, 90 min | 350,000 compounds, 0.052% hits | Protein disulfide-isomerase (Homo sapiens), P07237 | AID 588391, 2011;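 active = mean inhibition across replicates of 30% or more, whatever share of single replicates reach that level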;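 note: absorbance from insulin aggregation driven by PDI reduction with DTT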
Target sequence (P07237 whole entry, looked up): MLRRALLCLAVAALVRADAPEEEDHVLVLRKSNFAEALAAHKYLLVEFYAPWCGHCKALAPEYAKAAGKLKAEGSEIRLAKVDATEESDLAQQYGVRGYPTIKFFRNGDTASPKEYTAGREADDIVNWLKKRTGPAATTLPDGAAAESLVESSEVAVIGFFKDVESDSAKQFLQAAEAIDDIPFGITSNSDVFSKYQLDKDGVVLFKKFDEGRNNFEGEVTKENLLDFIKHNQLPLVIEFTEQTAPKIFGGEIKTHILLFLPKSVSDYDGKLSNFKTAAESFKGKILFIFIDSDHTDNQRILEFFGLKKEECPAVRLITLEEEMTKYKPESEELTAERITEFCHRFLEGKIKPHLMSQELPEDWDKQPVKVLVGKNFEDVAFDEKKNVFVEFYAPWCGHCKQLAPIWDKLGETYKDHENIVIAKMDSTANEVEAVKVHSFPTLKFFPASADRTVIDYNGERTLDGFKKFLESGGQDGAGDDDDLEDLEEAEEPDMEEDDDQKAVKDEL
N-glyco inh: increase of ERlucT glycosylation luciferase signal, primary screen, N-linked glycosylation inhibitor project, D54 ERlucT cells, luminescence, set 2; D54 ERlucT glycosylation luciferase reporter, 24 h; percent of 100 nM tunicamycin response; reporter increase, % at 12.5 µM; 360,000 compounds, 0.23% hits;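 active = mean luciferase reporter signal, scaled so untreated is 0 and the glycosylation-blocking control 100, at or above a set limit in every replicate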;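 note: luciferase carries N-glycosylation sites so blocking glycosylation raises the light; 0% = median of neutral control wells and 100% = median of 100 nM tunicamycin wells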
aDG glyco up: activators of alpha-DG glycosylation, primary screen, uHTS, Pro5-aDG cells, AlphaScreen; alpha-DG glycosylation AlphaScreen (IIH6); 0% Pro5, 100% B10-LARGE cell signal; activation, % at 10 µM; 360,000 compounds, 0.22% hits; AID 624168, 2012;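 active = activation of at least 8% versus controls, or a plate z-score of at least 8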;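 note: Pro5 are CHO cells carrying HIG-tagged alpha-DG that lacks glycosylation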
Granule exo inh: LAMP-1 surface exposure blockers, TALL-104 cells – cell-based, flow cytometry, MLPCN library, primary screen. TALL-104 LAMP-1 surface exposure; cells stimulated with thapsigargin and PMA. inhibition, % at 10 µM. 360,000 compounds, 0.66% hits;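 active = inhibition above about 55%, limit read from the data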
HTR2A ag: mouse Htr2a agonists via beta-arrestin recruitment, primary screen, cell-based, luminescence | 5-hydroxytryptamine receptor 2A (Mus musculus), P35363 | CHO-K1 mHTR2A beta-arrestin complementation; percent of 30 µM serotonin response | activation, % at 7.6 µM | 360,000 compounds, 0.66% hits | AID 624169, 2012;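 active = activation above a run cutoff, the mean activation of all tested compounds plus 3 SD, cut at about 14% in these data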;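 note: 0% = plate median of compound wells and 100% = 30 µM serotonin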
Target sequence (P35363 whole entry, looked up): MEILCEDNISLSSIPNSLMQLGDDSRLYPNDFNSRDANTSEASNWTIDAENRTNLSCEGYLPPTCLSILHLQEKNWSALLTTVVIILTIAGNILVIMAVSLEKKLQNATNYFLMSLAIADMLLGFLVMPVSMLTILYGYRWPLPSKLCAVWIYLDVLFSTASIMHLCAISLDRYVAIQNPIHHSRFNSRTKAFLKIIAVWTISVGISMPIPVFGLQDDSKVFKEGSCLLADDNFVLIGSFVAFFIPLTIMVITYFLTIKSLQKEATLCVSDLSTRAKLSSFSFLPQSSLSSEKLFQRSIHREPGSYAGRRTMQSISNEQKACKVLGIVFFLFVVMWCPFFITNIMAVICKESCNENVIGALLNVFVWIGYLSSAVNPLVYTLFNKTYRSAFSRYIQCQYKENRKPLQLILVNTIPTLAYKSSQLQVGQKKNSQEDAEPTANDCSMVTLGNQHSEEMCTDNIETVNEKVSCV
Starred values were filed as active, the others as inactive; . = not tested or not shown.

SMILES	Vif inh	hiPSC survival	ABCB6 inh 2	CaV13 ICDI inh	Cardio protect	PDI inh	N-glyco inh	aDG glyco up	Granule exo inh	HTR2A ag
O=c1ccc2cc(O)c(O)cc2o1	-10	1.1	98	-2	6	-4	-4	0.1	2	-1
NS(=O)(=O)c1ccc(CCNC(=O)[C@@H]2CCCN2S(=O)(=O)c2ccccc2F)cc1	-6	-0.2	100	-5	6	4	0	0.0	1	0
O=C(Nc1ccc(-n2cccc2)cc1)C1CC1	2	0.2	89	-11	-4	9	-1	0.4	-2	-4
O=C(CCNC(=O)c1ccccc1)OCC(=O)c1ccccc1	1	0.0	100	-4	-1	9	4	0.1	-3	-6
CC1(C)CC2CC(C)(CN2C(=O)COC(=O)c2ccc(Cl)cc2N)C1 (centres undefined)	1	0.9	100	.	6	-7	2	0.0	2	4
O=C(CCCC(=O)OCC(F)(F)C(F)F)Nc1ccccc1F	-4	1.4	100	-6	2	9	2	0.4	1	3
CCOc1ccc(NC(=O)C(CC)NC(=O)c2ccccc2CO)cc1 (centres undefined)	2	-1.5	102	-1	-10	-5	-1	0.1	-2	-1
CC(C)c1ccc(N2C(=O)[C@@H]3Cc4ccccc4CN3C2=O)cc1	7	-3.0	100	-4	-4	-5	-1	0.4	-1	3
COc1cccc(C(=O)N2CCCC(Nc3ccc(C)c(C)c3)C2)c1 (centres undefined)	4	0.2	93	-5	-2	3	1	0.2	2	-3
CCCCC(=O)Oc1c(S(=O)(=O)c2ccccc2)c(C)nn1C(C)(C)C	7	-0.8	99	-1	5	-3	3	-0.1	8	-3
CN(Cc1cc2ccccc2[nH]c1=O)S(=O)(=O)c1ccccc1	6	-2.5	95	-7	6	-4	0	-0.8	-10	3
Cc1ncc(CO)c(/C=N/NC(=O)c2ccoc2C)c1O	-4	0.1	99	-6	44	-3	2	0.5	-2	-3
Cc1cccc(NC(=O)COc2ccc(-c3nn(C)c(=O)c4ccccc34)cc2)c1	-3	0.5	92	-4	4	1	1	0.3	15	5
Cc1ccc(C(=O)N2CCC3CC2c2cc(-c4ccc5c(c4)OCO5)ccc23)cc1 (centres undefined)	.	0.3	95	-5	-34	-2	-2	-0.3	2	2
CC1CC(C)CN(C(=O)c2cc3cc(Br)cc(Br)c3o2)C1 (centres undefined)	-5	-0.1	102	-7	-8	-10	-3	0.3	8	3
CCOC(=O)c1c(-c2ccc(OC)cc2)csc1NC(=O)CSc1nnc(C)c(=O)[nH]1	7	-0.8	101	-9	6	-2	1	0.0	-1	-3
COc1ccc(NC(=O)CSc2nc3ccccc3n2-c2ccccc2)c([N+](=O)[O-])c1	-9	-0.1	95	4	-7	4	-6	0.1	0	0
Cc1nnc(SCC(=O)N2CC(=O)Nc3ccccc32)n1-c1ccccc1	.	4.9	101	-4	2	-4	-1	-0.2	1	4
COc1ccc(CCn2c(C)nc3ccccc3c2=O)cc1OC	-6	1.8	103	-4	9	-4	-2	-0.4	-1	3
O=C(Nc1ccc(C(=O)N2CCCCC2)cc1)c1ccc([N+](=O)[O-])cc1	6	0.0	100	.	-5	4	-1	0.0	-1	-8
COc1cc2[nH]c3c(=O)n4c(nc3c2cc1OC)SCCC4	16	-1.9	90	-34	17	4	0	31*	-3	4
Cc1ccc(C(=O)NN2CC(O)=C(c3nc(-c4cccc([N+](=O)[O-])c4)cs3)C2=N)cc1	1	-1.6	98	-5	-4	5	-1	-0.3	0	3
O=C(O)C1CCCCC1C(=O)Nc1nc(-c2cccs2)cs1 (centres undefined)	-2	-1.4	92	1	2	9	3	-0.2	-2	-1
COc1ccc(Cn2nnnc2C(c2ccccc2Cl)N2CCN(C)CC2)cc1 (centres undefined)	10	-2.1	95	.	2	-11	-1	0.5	-1	-4
CCCCCc1c(C)nc(N2CCc3ccccc32)[nH]c1=O	4	-2.1	93	.	-6	-7	1	0.6	-2	-1

The listing continues:
SMILES	Vif inh	hiPSC survival	ABCB6 inh 2	CaV13 ICDI inh	Cardio protect	PDI inh	N-glyco inh	aDG glyco up	Granule exo inh	HTR2A ag
O=C(O)CNC(=O)C1CCCN1C(=O)CNC(=O)OCc1ccccc1 (centres undefined)	-9	-0.1	100	-20	0	-4	-1	0.0	-6	-12
CCN(CC)C(=O)CSc1nnc2sc3ccccc3n12	.	-1.2	98	-6	0	9	4	0.2	0	2
CC(=O)Nc1ccc(Nc2nc(C)c([N+](=O)[O-])c(Nc3ccccc3)n2)cc1	-2	3.1	91	-2	2	13	0	0.0	14	0
CN1CCN(C(=O)C2=C[C@H](c3coc4ccccc4c3=O)C[C@H](OCc3ccc(CO)cc3)O2)CC1	-3	0.2	100	2	5	5	0	0.1	-3	-7
O=C(C1CCN(c2nnc(-n3cccc3)s2)CC1)N1CCc2ccccc2C1	.	1.3	102	-4	11	-3	-1	-0.2	-4	-1
CCOc1nc(-c2ccc(OC)cc2)ccc1-c1noc(-c2cc(OC)c(OC)c(OC)c2)n1	-2	4.7	97	-5	8	-2	-4	0.0	-1	-1
O=C(COC(=O)/C=C/c1ccco1)NC1CCCCC1	10	1.1	104	-5	1	-3	2	0.0	-4	0
CC(C)(C)C(=O)Nc1ccc2c(c1)-c1cc(NC(=O)C(C)(C)C)ccc1C2	1	-2.9	100	-13	-3	2	2	0.4	6	0
COC(=O)C(CC(=O)c1ccc(Br)cc1)n1cccn1 (centres undefined)	0	-0.3	99	-3	5	6	4	-0.2	3	2
CCN(CC)S(=O)(=O)c1ccc(OC)c(NC(=O)c2ccc(OC)c([N+](=O)[O-])c2)c1	-4	7.0	93	.	29	1	-1	-0.2	-4	3
CCn1c(CNC(=O)c2ccc3c(c2)OCO3)nnc1SCC(=O)Nc1cc(C)ccc1OC	-12	-1.1	98	-5	-10	4	-1	0.1	-13	-3
Cc1cccc(CC(=O)NC2CCS(=O)(=O)C2)c1 (centres undefined)	0	-0.2	96	-6	4	-4	-1	0.1	-2	5
CCOC(=O)/C(=N\Nc1cc(C(F)(F)F)ccc1Cl)N(CC)CC	0	0.6	91	-3	-8	9	-2	0.0	-3	0
CCOC(=O)C1=C(C)Nc2ccccc2N=C1NC(=O)c1cccc(S(=O)(=O)N(C)C)c1	28	-1.0	93	-3	22	-12	0	-0.2	0	1
Cc1ccc(CNc2ccc3c(c2)ncn3C(C)C)cc1	-1	-0.8	98	-2	-8	-5	1	0.2	-3	3
O=C(NCc1ccco1)C1CCCN(S(=O)(=O)c2ccccc2)C1 (centres undefined)	15	-0.4	94	-8	5	-6	0	0.0	-2	3
COc1cccc(NC(=O)N(C)C[C@@H]2OCc3cnnn3CCCC(=O)N([C@H](C)CO)C[C@@H]2C)c1	2	0.4	102	-5	-5	-6	2	-0.2	-4	11
COC(=O)C1C2C=CC3(CN(c4cccc(C)c4)C(=O)C13)O2 (centres undefined)	1	3.8	118	.	5	3	2	0.1	0	-1
COc1ccc2cc(C(=O)N(C)Cc3ccccc3)[nH]c2c1	-17	-0.3	102	-20	2	9	-2	-0.1	-6	3
Cc1ccc(-c2nc(CS(=O)CC(=O)NCc3ccc(F)cc3)c(C)o2)cc1 (centres undefined)	-8	-0.4	104	-4	0	1	3	0.0	22	-3
CCCC(C)NC(=O)CSc1nnc(-c2c[nH]c3ccccc23)o1 (centres undefined)	-6	-0.5	96	-4	-2	6	2	-0.1	1	-1
Cc1ccc(NC(=O)C2CCCCC2C(=O)O)cc1C (centres undefined)	18	-0.6	104	-19	-1	-4	-2	0.0	-1	0
O=C(NCc1ccccc1)c1ccc(NC(=O)c2ccco2)cc1	-1	-0.3	99	.	-3	1	-3	-0.2	3	-2
Cc1ccccc1N(CC(=O)NC1CCCC1)C(=O)c1oc(C(C)(C)C)cc1C	-4	0.0	101	.	-3	4	-9	0.2	0	2
Cc1ccccc1C(=O)O/N=C/c1c(N2CCOCC2)n(C)c2ccccc12	-2	-0.3	98	-3	7	-2	0	0.1	-4	-2
CN(C(=O)CNC(=O)c1ccc(Br)o1)C1CCCCC1	2	0.1	100	-5	1	-7	1	-0.2	-14	0
C/C(NC1CCCCC1)=C(/C#N)C(=O)NCCN1CCOCC1	-9	0.6	98	.	1	-1	2	0.0	0	0
CC(C)c1nnc(SCC(=O)N2CCN(C(=O)c3ccco3)CC2)n1N	3	0.8	103	-4	-1	0	3	-0.2	-2	5
CC(C)c1ccc(C2(C)NC(=O)N(CC(=O)NC3(C#N)CCCC3)C2=O)cc1 (centres undefined)	3	-0.3	99	-4	1	7	4	0.2	3	2

As entered above:
For ABCB6 inh 2, `CCN(CC)S(=O)(=O)c1ccc(OC)c(NC(=O)c2ccc(OC)c([N+](=O)[O-])c2)c1` shows 93
For Cardio protect, `CCN(CC)C(=O)CSc1nnc2sc3ccccc3n12` shows 0

12 structures already listed, sorted by molar mass, high to low:
SMILES	Vif inh	hiPSC survival	ABCB6 inh 2	CaV13 ICDI inh	Cardio protect	PDI inh	N-glyco inh	aDG glyco up	Granule exo inh	HTR2A ag
Cc1ccc(-c2nc(CS(=O)CC(=O)NCc3ccc(F)cc3)c(C)o2)cc1 (centres undefined)	-8	-0.4	104	-4	0	1	3	0.0	22	-3
Cc1ccc(C(=O)N2CCC3CC2c2cc(-c4ccc5c(c4)OCO5)ccc23)cc1 (centres undefined)	.	0.3	95	-5	-34	-2	-2	-0.3	2	2
O=C(C1CCN(c2nnc(-n3cccc3)s2)CC1)N1CCc2ccccc2C1	.	1.3	102	-4	11	-3	-1	-0.2	-4	-1
Cc1ccccc1C(=O)O/N=C/c1c(N2CCOCC2)n(C)c2ccccc12	-2	-0.3	98	-3	7	-2	0	0.1	-4	-2
CCOC(=O)/C(=N\Nc1cc(C(F)(F)F)ccc1Cl)N(CC)CC	0	0.6	91	-3	-8	9	-2	0.0	-3	0
CC1(C)CC2CC(C)(CN2C(=O)COC(=O)c2ccc(Cl)cc2N)C1 (centres undefined)	1	0.9	100	.	6	-7	2	0.0	2	4
CC(C)(C)C(=O)Nc1ccc2c(c1)-c1cc(NC(=O)C(C)(C)C)ccc1C2	1	-2.9	100	-13	-3	2	2	0.4	6	0
COc1cccc(C(=O)N2CCCC(Nc3ccc(C)c(C)c3)C2)c1 (centres undefined)	4	0.2	93	-5	-2	3	1	0.2	2	-3
O=C(O)C1CCCCC1C(=O)Nc1nc(-c2cccs2)cs1 (centres undefined)	-2	-1.4	92	1	2	9	3	-0.2	-2	-1
C/C(NC1CCCCC1)=C(/C#N)C(=O)NCCN1CCOCC1	-9	0.6	98	.	1	-1	2	0.0	0	0
CCCCCc1c(C)nc(N2CCc3ccccc32)[nH]c1=O	4	-2.1	93	.	-6	-7	1	0.6	-2	-1
Cc1ccc(NC(=O)C2CCCCC2C(=O)O)cc1C (centres undefined)	18	-0.6	104	-19	-1	-4	-2	0.0	-1	0
